SK-BR-3 tox 24h = SK-BR-3 proliferation inhibitors | viability, % at 10 µM | AID 847 | SK-BR-3 viability, CellTiter-Glo ATP luminescence, 24 h; stronger effect = lower value | actives 0.47% (n = 41,000);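 active = viability at or below the median of all test compounds minus 3 SD, in both replicates if run twice, cut at about 45% in these data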;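 also: 100% = median untreated cell wells and 0% = median positive control drug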
* = called active by the depositor. The list is partial; rates above refer to the full screens.

canonical_smiles,SK-BR-3 tox 24h
CCOc1ccc(C(=O)Nc2c3c(nn2-c2cccc(Cl)c2)CS(=O)C3)cc1 (stereo not given),100.2
COc1ccc(Cl)cc1S(=O)(=O)NCc1cccs1,98.6
COCCNC(=O)NC1(C(F)(F)F)Oc2ccc(Cl)cc2O1 (stereo not given),135.2
CCOC(=O)c1c(NC(=O)CSc2nnc(-c3cccnc3)o2)sc(C)c1C,85.1
CN(C)S(=O)(=O)c1cccc(C(=O)NCCc2ccccc2)c1,84.0
O=c1[nH]c(=O)n(Cc2ccco2)c2c1C(C(F)(F)F)(C(F)(F)F)N=C(c1ccco1)N2,106.6
Cc1nnc(Sc2nc(Sc3nnc(C)s3)nc(N3CCN(C)CC3)n2)s1,99.6
O=C1CC(C(=O)Nc2ncccn2)C(c2ccccc2)O1 (stereo not given),98.0
CCOC(=O)Cc1csc(NC(=O)COc2ccccc2OC)n1,89.6
COC(=O)C1Cc2c([nH]c3ccccc23)C(C)N1 (stereo not given),117.5
CCOC(=O)CC(=O)CSc1nc(-c2cccnc2)cc(C)c1C#N,105.9
CCN(CC)C(=O)CSc1nnc(-c2cnccn2)n1-c1ccc(C)cc1,111.7
C=CCN1CN(S(=O)(=O)c2cccs2)c2nc3ccccc3nc21,88.5
Cc1ccc2c(c1)-c1cc(C)nn1C(c1ccc3c(c1)OCO3)N2 (stereo not given),113.5
CCOC(=O)c1c(NC(=O)c2cccs2)sc(C)c1C,87.9
Cc1cnc(NC(=O)c2ccc(-c3nc4ccccc4s3)o2)s1,99.7
Cc1ccc2[nH]c(=O)c(COC(=O)c3ccccn3)cc2c1,100.5
CC1(C)NC(=O)N(CCCSc2ccc(Cl)cc2)C1=O,83.2
CN1CCc2cc3c(c4c2C1CC41CCC(=NO)CC1)OCO3 (stereo not given),76.0
CN1C(=S)SC(C)(C)C1NO (stereo not given),87.6
O=C(CP(=O)(c1ccccc1)c1ccccc1)Nn1cnnc1,91.1
Cc1ccc(C2N(c3nccs3)C(=O)C3CCCN32)cc1 (stereo not given),95.0
O=C(c1cccs1)N(C(=O)c1cccs1)c1ccccn1,75.0
CN(C)CCNC(=O)C(C(=O)c1ccc(F)cc1)n1ccccc1=O (stereo not given),103.8
CCOC(=O)c1[nH]c(C)c(C(=O)c2cc(F)ccc2F)c1C,84.9
O=C(O)c1ccccc1S(=O)(=O)c1ccccc1CO,105.7
COCCN(CCOC)S(=O)(=O)c1ccc(C(=O)Nc2nc(-c3ccncc3)cs2)cc1,77.0
N#Cc1nc(-c2ccc(OCc3ccccc3)cc2)oc1NCCCn1ccnc1,102.6
Cc1c(NC(=O)OCCSc2nc(N(C)C)nc(N(C)C)n2)sc(=S)n1C,95.6
COC(=O)C1CCN(C(=O)CSc2nnc(-c3ccncc3)o2)CC1,68.4
OC(COc1ccc(Cl)c2ccccc12)CN1CCN(c2ccccn2)CC1 (stereo not given),44.4
N[C@@H](C(=O)N[C@@H]1C(=O)N2C(C(=O)O)=C(Cl)CS[C@H]12)c1ccccc1,106.2
CC(=O)c1cc2c(=O)c3ccccc3oc2nc1C,100.5
Cc1c(/C(O)=C2\C(=O)C(=O)N(CCCN(C)C)C2c2ccccc2)cnn1-c1ccccc1 (stereo not given),95.1
CSc1nnc(-c2ccco2)n1-c1ccccc1,104.8
CC1(C)Cc2c(sc(NC(=O)c3ccco3)c2C#N)CO1,87.4
CC1CCN(c2ccccc2N)CC1,101.6
CCc1nc2c(cnn2-c2ccc(Cl)cc2)c(=O)n1-c1ccc2c(c1)OCCO2,101.9
Cn1c(NCCN2CCOCC2)nc2c1c(=O)n(Cc1cccc(Cl)c1)c(=O)n2C,86.4
COc1cccc(C(c2nnnn2CS(=O)(=O)c2ccc(C)cc2)N2CCN(C)CC2)c1OC (stereo not given),90.9
Clc1cccc(-c2nnc(-c3ccccc3)o2)c1,18.3*
O=C(Nc1cccc(Br)c1)c1ccn[nH]1,91.6
O=C(O)c1nc2ccccc2nc1C(=O)O,97.0
CCN(Cc1ccccc1)C(=O)Cn1cnc2c1c(=O)n(C)c(=O)n2C,67.1
CC1(C)C(c2ccccc2)=NC(c2ccc(F)cc2)N1O (stereo not given),75.5
COc1cc2c(cc1OC)CN(C(=O)c1ccccc1C(=O)O)CC2,108.0
O=c1cc(N2CCc3ccccc3C2)[nH]c(=O)n1C1CCCCC1,76.8
Cc1cc(C)n(C(=O)CCC2COc3ccccc3O2)n1 (stereo not given),88.5
CC(C)C(NC(=O)c1ccccc1NC(=O)c1ccco1)C(=O)O (stereo not given),82.1
COc1cccc(NC(=O)CCP(C)(=O)O)c1,106.0
Cc1cc(C(=O)Nc2cnn(Cc3ccc(Cl)cc3Cl)c2)no1,67.8
COC(=O)c1ccc(OCC(=O)c2ccc(O)cc2O)cc1,81.0
Cc1ccc(S(=O)(=O)N2CCCC2C(=O)Nc2nc3ccccc3s2)cc1 (stereo not given),77.8
O=C(CCc1nc2ccccc2[nH]1)Nc1ccc(F)cc1,99.5
Cc1ccc2nsnc2c1S(=O)(=O)N1CCN(C(=O)C2CCCO2)CC1 (stereo not given),36.8*
COc1ccc(C)cc1NC(=O)CSc1nnc(-c2ccccn2)n1Cc1ccco1,111.2
CCOc1nc(NCCc2ccc(OC)c(OC)c2)nc(NC(C)(C)CO)n1,84.0
CCOC(=O)NC(=O)CSc1ccccn1,91.7
Cc1cc(NC(=O)CSc2nc(C(C)C)nc3sc4c(c23)CCCC4)no1,71.5
O=C(Cc1cccs1)N1CCC(c2nc3c(nnn3Cc3ccccc3Cl)c(=O)[nH]2)CC1,72.1

Later entries
canonical_smiles,SK-BR-3 tox 24h
c1ccc(-c2ccc(C(c3ccccc3)n3ccnc3)cc2)cc1 (stereo not given),80.6
CN(C)c1nc(N)nc(-c2cccnc2)n1,96.8
O=C(CCNc1ccc(Cl)c(C(F)(F)F)c1)c1ccco1,87.7
CC(C)(C)C1(C)OC(C(N)=O)C(C(N)=O)O1 (stereo not given),106.1
Cc1ccc(C(=O)NCCCCNC(=O)c2ccc(C)o2)o1,104.3
CC(C)OC(=O)C(C#N)c1nc2ccccc2nc1N1CCN(Cc2ccc3c(c2)OCO3)CC1 (stereo not given),93.8
COc1cccc(NC(=O)N2CCN(c3cccc(C)c3C)CC2)c1,80.1
CC1(C)CC(=O)C2=C(C1)OC(N)=C(C#N)C2c1ccccc1OC(=O)N1CCOCC1 (stereo not given),106.1
Cc1ccc(C(O)c2nccn2C)o1 (stereo not given),83.2
O=C1CC(c2ccccc2)CC2=C1CN(C1CCCCC1)CN2 (stereo not given),86.6
Cn1c(N2CCCC2)nc2c1c(=O)n(Cc1ccc(Cl)cc1)c(=O)n2C,89.4
CC(C)Cc1[nH]c(=O)c(C#N)c2c1CCCC2,109.0

Compounds shown so far that have a COOH group (5):
canonical_smiles,SK-BR-3 tox 24h
O=C(O)c1ccccc1S(=O)(=O)c1ccccc1CO,105.7
N[C@@H](C(=O)N[C@@H]1C(=O)N2C(C(=O)O)=C(Cl)CS[C@H]12)c1ccccc1,106.2
O=C(O)c1nc2ccccc2nc1C(=O)O,97.0
COc1cc2c(cc1OC)CN(C(=O)c1ccccc1C(=O)O)CC2,108.0
CC(C)C(NC(=O)c1ccccc1NC(=O)c1ccco1)C(=O)O (stereo not given),82.1

4 entries from above, field by field.
O=C(CCNc1ccc(Cl)c(C(F)(F)F)c1)c1ccco1
  SK-BR-3 tox 24h: 87.7

Cn1c(N2CCCC2)nc2c1c(=O)n(Cc1ccc(Cl)cc1)c(=O)n2C
  SK-BR-3 tox 24h: 89.4

O=C1CC(c2ccccc2)CC2=C1CN(C1CCCCC1)CN2 (stereo not given)
  SK-BR-3 tox 24h: 86.6

CC(C)Cc1[nH]c(=O)c(C#N)c2c1CCCC2
  SK-BR-3 tox 24h: 109.0

Carrying on:
canonical_smiles,SK-BR-3 tox 24h
O=C(Cn1c(C(=O)N2CCN(C3CCCC3)CC2)cc2sccc21)c1ccccc1,68.8
CCC(C#CCN1CCCCC1)(CC)OCCC#N,103.9
Cc1nnc(SCC(=O)Nc2nc(-c3ccccc3)cs2)n1N,94.4
CCN(CC)c1ccc2cc(-c3nnc(-c4ccncc4)o3)c(=O)oc2c1,87.0
O=C(O)c1ccc(-c2ccccc2)[nH]1,98.6
CSc1ccc(NC(=O)NCCCN2CCN(c3ccccc3F)CC2)cc1,81.5
CC(=O)c1c(NC(=O)C(C)C)nc(C)nc1-c1ccccc1,104.2
Cn1c(SCC(=O)Nc2cccc(F)c2)nnc1-c1cc2ccccc2o1,102.1
COc1ccc(-c2nnc3sc(COc4ccccc4)nn23)cc1,103.5
CN=Cc1sc2ccccc2c1O,86.7
CC1CCC/C(=C\Nc2ccccc2C(=O)O)C1=O (stereo not given),91.1
CC(C)(C)NC(=O)C(c1ccc(OCC(N)=O)cc1)N(C(=O)c1cccnc1)C1CC1 (stereo not given),88.8
COc1ccccc1OCc1ccc(C(=O)OCC2CCCO2)o1 (stereo not given),103.9
O=C(Cc1ccccc1)Nc1ccc(CN2CCOCC2)cc1,97.9
S=c1[nH]nc(-c2cccnc2)n1Cc1ccccc1,94.2
Cc1cc(C)cc(OCC(=O)NC2=NCCS2)c1,85.6
CNC(=O)c1nnn(-c2ccccc2)c1C(=O)NC,86.7
Cn1c(=O)c2c(nc(OCc3cccnc3)n2Cc2ccccc2)n(C)c1=O,97.1
Oc1ccccc1CNCCCNCc1ccccc1O,96.3
Cc1cccc(Nc2nc(N)nc(CN3CCN(c4ccccc4)CC3)n2)c1,79.8
Cc1cc(NC(=O)CCCC(=O)OCC(F)(F)C(F)F)cc(C)c1C(=O)O,93.1
COc1ccc(OC)c(NC(=O)N[C@@H](Cc2ccccc2)C(=O)O)c1,65.2
O=C(Nc1ccncc1)c1ccccc1F,115.8
C=CCNC(=O)C1CC(=O)N(c2ccc(OCC(=O)Nc3ccc(C)cc3)cc2)C1 (stereo not given),88.8
COC(=O)c1cccc(NC(=O)C2C3CCC(C3)C2C(=O)O)c1 (stereo not given),96.3
Cc1cnc(C(=O)Nc2ccc(F)c(F)c2)cn1,105.8
COCCn1c(=O)[nH]c2cc(C(=O)NCCN3CCN(c4cccc(Cl)c4)CC3)ccc2c1=O,80.1
Cc1nn(CC(C)C)c(=S)[nH]c1=O,90.6
CCOc1ccc(OCC)c(NC(=O)CSc2nc3c(c(=O)n(C)c(=O)n3C)n2C)c1,71.3
CCCc1[nH]nc2c1C(c1ccc(OC)c(CSC3=NCCS3)c1)C(C#N)=C(N)O2 (stereo not given),81.6
CCOc1ccc(S(=O)(=O)Nc2ccc3c(c2)OCO3)c2cccnc12,81.7
O=C(C1=C(O)C(=O)N(Cc2ccccc2)C1c1ccncc1)c1ccco1 (stereo not given),107.1
CC(=O)N1CCN(S(=O)(=O)c2ccc(C)cc2)C1C(C)C (stereo not given),82.3
COC(=O)c1ccc(C2/C(=C(/O)c3ccc(OC)cc3)C(=O)C(=O)N2c2cc(C)on2)cc1 (stereo not given),90.4
O=C1c2ccccc2C(=O)N1c1nc(-c2cccs2)cs1,88.3
O=C(CCSc1ccccc1)Nc1ccc(S(=O)(=O)N2CCOCC2)cc1,83.3
Cc1ccc(S(=O)(=O)NC(CC(=O)O)c2ccccc2)cc1 (stereo not given),106.5
COC(=O)c1ccc(Cl)c(NC(C)=O)c1,89.9
CCSc1nnc(NC(=O)CSc2nc3c(c(=O)n2CC)SC(C)C3)s1 (stereo not given),69.5
Cc1c(OCc2ccccc2)c(=O)ccn1Cc1ccccc1,89.2
CCn1c(NCc2ccccn2)nc2c1c(=O)n(C)c(=O)n2C,142.3
O=C(NCC(c1cccs1)N1CCOCC1)c1cc2ccccc2o1 (stereo not given),91.5
Cn1c(CSc2nc3ccccc3s2)nc2ccccc21,58.7
Nc1nc(N2C(=O)C3CC=CCC3C2=O)nn1-c1ccccc1 (stereo not given),94.5
Cc1ccc(Cn2nnc3c(=O)[nH]c(C4CCCN(C(=O)Nc5ccc(F)cc5)C4)nc32)cc1 (stereo not given),76.9
CC1=NOC2(C1)N(C)c1ccccc1C2(C)C (stereo not given),95.7
O=C(NCc1ccccn1)c1ccc(Cn2cc(Br)cn2)o1,76.6
Cc1ccccc1-n1nc2c(c1NC(=O)c1c(-c3ccccc3Cl)noc1C)CSC2,84.0
N#Cc1cnc2sc3ccccc3n2c1=N,104.7
CCOC(=O)c1[nH]c(CSc2nnc(-c3ccncc3)n2CCOC)c(C(=O)OCC)c1C,74.8
Cn1nnnc1SCC(=O)Nc1ccccc1N1CCCCC1,77.9
Cc1cccc(CS(=O)(=O)Cc2ccc(C(=O)NCC3CCCO3)o2)c1 (stereo not given),70.4
CSc1nnc2n(-c3ccccc3)c(=O)c3c4c(sc3n12)CCC4,74.6
COCCSc1nnc(NC(=O)C2CCCCC2)s1,85.8
O=C(Nc1cccc(Cl)c1N1CCCC1)c1ccc(Br)o1,73.4
O=C(NCc1ccco1)c1cnn2c1NC(c1ccccc1)CC2C(F)(F)F (stereo not given),89.7
COc1ccc(C(=O)Nn2c(SCC(=O)NCC3CCCO3)nc3ccccc3c2=O)cc1 (stereo not given),102.2
COc1ccc(NC(=O)N2CCN(S(C)(=O)=O)CC2)cc1OC,89.6
Cn1nc(-c2ccc(OCC(=O)NCC3CCCO3)cc2)c2ccccc2c1=O (stereo not given),91.4
N#Cc1c(N)nc(SCc2ccncc2)c(C#N)c1-c1cccs1,91.3
CN(C)c1ccc(CN(C(=O)c2ccco2)C2CCS(=O)(=O)C2)cc1 (stereo not given),102.4

Bioassay records (PubChem BioAssay)
